Assay outcomes (PubChem BioAssay)
VLA-4 inh = inhibition in human VLA-4 binding assay, primary screen, VLA-4 allosteric modulator project, MLPCN library, flow cytometry, VLA-4 expressing cells; inhibition, % (about 7 µM as worked out from the volumes in the protocol); ligand binding flow cytometry; Integrin alpha-4 (Homo sapiens), P13612; AID 2557, 2010; 0.2% of 330,000 active; in the data active = inhibition above about 50%
MEX-5 binding = MEX-5 zinc finger RNA-binding disruptors – biochemical, C. elegans, fluorescence polarization, MLPCN library, primary screen; Zinc finger protein mex-5 (Caenorhabditis elegans), Q9XUB2; MEX-5/FITC-TCR2 RNA binding; active compounds read low; activity score (negative = inhibition of binding), % at 10 µM; 0.38% of 300,000 active;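 active = inhibition past about -25% in most replicates, and total fluorescence under double the plate's negative control median, limit read from the data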;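 note: 0% = DMSO and -100% = 5 µM competing unlabeled TCR2 RNA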
GLD-1 TGE inh = GLD-1/TGE RNA complex disruptors, primary screen, biochemical, fluorescence polarization; purified GLD-1 + fluorescein TGE RNA; Female germline-specific tumor suppressor gld-1 (Caenorhabditis elegans), Q17339; inhibition, % at 5.96 µM; 0.44% of 320,000 active;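 active = percent inhibition above a per-plate cutoff, the plate mean of test compounds plus 3 SD, cut at about 30% in these data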;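 note: 0% = DMSO wells with GLD-1 and probe and 100% = wells lacking GLD-1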
Efflux pump mplx = inhibitors of Candida efflux pumps in yeast, primary screen, S. cerevisiae, Nile Red, multiplex | S. cerevisiae Candida pump triplex | AID 485275, 2010 | inhibition, % at 10 µM | 0.44% of 330,000 active;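 active = plate passing quality check with inhibition over a set limit, or well fluorescence over plate mean plus 4 SD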;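 note: Nile Red retained in pooled yeast measured as flow cytometry median fluorescence; 0% = buffer negative control and 100% = Enniatin B positive control; higher means more Nile Red kept so more efflux inhibition; some compounds called inactive have numbers as strong as hits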
MCL1-BIM inh = inhibitors of MCL1 binding to BIM-BH3, primary screen, biochemical, fluorescence polarization; Induced myeloid leukemia cell differentiation protein Mcl-1 (Homo sapiens), Q07820; 0.68% of 320,000 active; GST-MCL1 / FITC-Bim-BH3 fluorescence polarization; AID 2057, 2009; inhibition, % at 10.9 µM;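 active = inhibition above the mean inhibition of all tested compounds plus 3 SD, set per campaign, cut at about 40% in these data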;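 note: 0% = DMSO wells and 100% = unlabeled Bim-BH3 peptide control; higher means more loss of mP so more displacement of Bim peptide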
Target sequence (Q07820 whole entry, looked up): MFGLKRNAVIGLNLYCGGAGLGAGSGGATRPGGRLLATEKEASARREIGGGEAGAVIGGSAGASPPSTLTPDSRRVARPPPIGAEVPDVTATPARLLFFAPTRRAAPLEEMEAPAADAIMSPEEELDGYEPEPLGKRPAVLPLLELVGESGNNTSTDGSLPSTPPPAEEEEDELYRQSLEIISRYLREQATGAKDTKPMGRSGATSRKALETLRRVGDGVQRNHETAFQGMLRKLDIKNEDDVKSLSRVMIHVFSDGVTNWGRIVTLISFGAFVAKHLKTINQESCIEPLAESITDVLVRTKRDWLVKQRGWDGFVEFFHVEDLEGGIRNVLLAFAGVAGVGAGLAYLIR
PME-1 inh = PME-1 inhibitors via competitive probe labeling, primary screen, biochemical, fluorescence polarization, FP-Rh probe, HTS; Protein phosphatase methylesterase 1 (Homo sapiens), Q9Y570; recombinant PME-1; inhibition, % at 5.9 µM; 0.53% of 320,000 active; AID 2130, 2009;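 active = inhibition above the campaign mean of all compounds plus 3 SD, cut at about 26% in these data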;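 note: competitive labeling of PME-1 active site by serine hydrolase directed probe; 0% = PME-1 with DMSO and 100% = wells lacking PME-1 enzyme; inhibitors block probe labeling so polarization falls and inhibition rises; many of its hits are not listed in these tables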
GRK2 aptamer HTS = compounds blocking aptamer binding on GRK2 – biochemical, human GRK2, bead flow cytometry, HTS, primary screen; Beta-adrenergic receptor kinase 1 (Homo sapiens), P25098; FAM-aptamer displacement from GRK2; inhibition of aptamer binding, % at 10 µM; AID 488847, 2010; 0.59% of 330,000 active;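 active = inhibition of aptamer binding above 40%, roughly 3 SD of noise, on plates passing a quality check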;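 note: median bead fluorescence of bound FAM aptamer so fluorescent compounds give negative values; no value below 0 was filed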
Target sequence (P25098 whole entry, looked up): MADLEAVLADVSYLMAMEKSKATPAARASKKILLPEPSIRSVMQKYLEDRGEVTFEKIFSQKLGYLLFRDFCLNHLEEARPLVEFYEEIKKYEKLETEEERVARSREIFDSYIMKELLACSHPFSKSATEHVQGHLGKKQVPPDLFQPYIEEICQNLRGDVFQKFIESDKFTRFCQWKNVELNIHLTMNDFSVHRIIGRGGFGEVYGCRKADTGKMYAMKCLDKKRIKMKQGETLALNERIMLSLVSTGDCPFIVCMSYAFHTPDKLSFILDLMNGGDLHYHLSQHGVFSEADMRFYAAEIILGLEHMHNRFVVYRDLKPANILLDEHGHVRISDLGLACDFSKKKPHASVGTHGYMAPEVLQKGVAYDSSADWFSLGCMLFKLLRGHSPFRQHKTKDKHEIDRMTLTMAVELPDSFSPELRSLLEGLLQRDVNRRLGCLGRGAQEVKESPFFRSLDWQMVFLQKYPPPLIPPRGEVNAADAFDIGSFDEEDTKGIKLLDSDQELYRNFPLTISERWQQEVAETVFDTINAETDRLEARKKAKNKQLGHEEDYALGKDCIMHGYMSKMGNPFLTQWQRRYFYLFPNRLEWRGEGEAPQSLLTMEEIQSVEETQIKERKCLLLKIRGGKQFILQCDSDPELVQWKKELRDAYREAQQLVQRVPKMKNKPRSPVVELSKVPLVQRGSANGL
Fam108B counter = mouse Fam108B serine hydrolase inhibitors, primary screen, counter-screen for RBBP9 inhibitor project, biochemical, fluorescence polarization | recombinant Fam108B, FP-Rh probe fluorescence polarization | inhibition, % at 9.51 µM | 0.33% of 300,000 active | AID 1947, 2009;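 active = inhibition above the screen mean inhibition plus 3 SD, computed separately per campaign, cut at about 18% in these data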;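 note: inhibitors lower polarization as less probe binds the enzyme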
Bcl-xL primary = inhibitors of human Bcl-xL, primary screen, biochemical, fluorescence polarization, HTS | Bcl-2-like protein 1 (Homo sapiens), Q07817 | GST-Bcl-xL / FITC-Bim BH3 peptide fluorescence polarization | inhibition, % at 10.9 µM | 0.7% of 320,000 active | AID 2129, 2009;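 active = inhibition above the mean of all tested compounds plus 3 SD, cutoff set per campaign, cut at about 30% in these data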;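 note: 0% = DMSO wells and 100% = unlabeled Bim-BH3 peptide competitor; inhibitors lower millipolarization by displacing the labeled peptide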
* marks the source's active call; other numbers are inactive results; · = no result given.

SMILES | VLA-4 inh | MEX-5 binding | GLD-1 TGE inh | Efflux pump mplx | MCL1-BIM inh | PME-1 inh | GRK2 aptamer HTS | Fam108B counter | Bcl-xL primary
CN1C(=O)C(O)(CC(=O)/C=C/c2ccco2)c2ccccc21 (stereo not given) | -7 | -1.7 | 5 | -0.1 | 4 | -9 | 3 | 0 | 9
Cc1ccccc1S(=O)(=O)Cc1ccc(C(=O)O)o1 | -3 | -2.2 | 5 | 0.4 | -2 | -1 | 4 | 2 | 0
CCOc1ccc2c(c1)C(N(CCN1CCOCC1)C(=O)Nc1ccccc1)CC(C)(C)O2 (stereo not given) | · | 2.0 | 0 | 0.0 | -6 | -3 | 0 | 0 | -7
C=CCN1C(=O)C(Cc2ccc(OC)cc2)S/C1=N\N=C\c1cccs1 (stereo not given) | 5 | -0.3 | -5 | 0.1 | 2 | -3 | 0 | 2 | 7
COc1ccc(NS(=O)(=O)c2cc3c(cc2C)N(C(C)=O)CCO3)c(OC)c1 | -3 | 0.7 | -4 | 0.1 | 2 | 5 | 4 | -2 | 0
CCOC(=O)c1c(C)c(C(=O)OCC)n(C)c1C | -6 | 1.2 | 4 | 0.0 | 9 | -4 | 1 | -1 | 6
CN(C)/C=C/c1onc(-c2c(F)cccc2Cl)c1C#N | 11 | -1.0 | -23 | 0.0 | -31 | -4 | 0 | 4 | -12
CSc1nc2nccc(/C=C\c3ccccc3)n2n1 | -3 | -1.9 | 2 | 0.2 | -1 | -1 | 0 | -6 | 5
COC(=O)[C@]1(C)N[C@H](CN(C)C(=O)Nc2ccc(Cl)cc2)[C@@H]2C(=O)N(C)C(=O)[C@@H]21 | 45 | · | -4 | 0.1 | · | · | 0 | · | ·
COc1ccccc1C(=O)NCCC(=O)Nc1ccc(S(=O)(=O)N2CCC(C)CC2)cc1 | 20 | · | 3 | 0.1 | 1 | -1 | 1 | · | -5
O=C(CCCN1CC=C(n2c(=O)[nH]c3ccccc32)CC1)c1ccc(F)cc1 | -1 | -1.2 | -3 | -0.1 | 2 | -5 | 5 | 2 | 6
O=C(C1CCCN(Cc2ccccc2[N+](=O)[O-])C1)N1CCCCC1 (stereo not given) | -1 | -1.3 | -2 | -0.1 | 13 | -3 | 1 | -5 | 6
CC(NCc1ccc(S(N)(=O)=O)cc1)C(=O)Nc1ccc([N+](=O)[O-])cc1Cl (stereo not given) | 6 | 2.0 | -2 | 0.6 | -5 | -1 | 1 | -3 | -8
N#CC(CO)(Cc1ccc(OC(F)F)cc1)c1nc2ccccc2[nH]1 (stereo not given) | -36 | -1.9 | 2 | -0.1 | -2 | -11 | 2 | 2 | 1
CCN(CC)S(=O)(=O)c1ccc(N2CCOCC2)c(NC(=O)C2COc3ccccc3O2)c1 (stereo not given) | -31 | -1.8 | -7 | -0.2 | 4 | 1 | 0 | 7 | 0
Cc1ccc(SCc2cc(=O)[nH]c(N3CCCCC3)n2)cc1 | 13 | 1.4 | -4 | -0.1 | 3 | 2 | 4 | -3 | -2
O=C(Nc1ccccc1)c1ccc2c(c1)CCN2S(=O)(=O)c1ccccc1 | 7 | -0.1 | 8 | 0.0 | 1 | -21 | 1 | -19 | 4
CCn1c(SCC(=O)N/N=C/C=C/c2ccco2)nnc1-c1ccc(OC)cc1 | -21 | 5.5 | 5 | 0.2 | 10 | -7 | 2 | -2 | 2
CCc1cccc(NC(=O)Cc2ccc([N+](=O)[O-])cc2)c1 | 10 | 2.1 | -3 | 0.1 | -4 | -2 | 3 | 1 | -5
CC[C@]12c3[nH]c4ccccc4c3CCN1C(=O)C(CC(=O)NCc1ccc(OC)c(OC)c1)C[C@@H]2C(=O)N1CCN(C(=O)C2CC2)CC1 (stereo not given in full) | 23 | · | -3 | 0.0 | · | · | 4 | · | ·
O=C(NC(Cc1c[nH]c2ccccc12)C(=O)O)c1ccccc1 (stereo not given) | -9 | -0.3 | 1 | 0.0 | -1 | -2 | 0 | 3 | 2
COc1ccccc1NC(=O)CCN1C(=O)c2ccccc2S1(=O)=O | 7 | -0.8 | -3 | 0.5 | 3 | -5 | 0 | -6 | 5
CCOc1ccc(N(Cc2cc3cc(C)ccc3[nH]c2=O)C(=O)COC)cc1 | -3 | -1.8 | -2 | 0.1 | 0 | -2 | 4 | 3 | 6
Cc1ccc(N2C(=O)S/C(=C/c3cn(C)c4ccccc34)C2=O)cc1 | -11 | 1.4 | 3 | -0.1 | 7 | -6 | 0 | -1 | 2
CNC(=O)/C(=C/c1ccc2c(c1)OCO2)NC(=O)c1ccc(Br)cc1 | 2 | -2.0 | 0 | -0.2 | -4 | 2 | 1 | 2 | 1
N=c1c[n+](-c2ccc(Cl)cc2)[n-]o1 | -4 | -0.8 | 5 | 0.1 | -3 | 3 | 0 | -3 | 5
C=CCc1cc(C=O)cc(OC)c1OCc1ccc(C(=O)O)cc1 | 1 | -1.1 | -3 | 0.1 | 4 | -3 | 3 | -2 | 1
COc1cccc(-c2nc(CS(=O)(=O)CC(=O)Nc3ccccc3C)c(C)o2)c1 | 4 | 1.3 | 1 | -0.1 | 4 | -8 | 4 | -3 | -1
CC(=O)c1ccc(NC(=O)Nc2ncn(Cc3cccc(C)c3)n2)cc1 | 7 | -0.3 | 2 | -0.1 | 3 | 0 | 3 | -9 | 7
Cc1nnsc1C(=O)N1CCCC(Nc2ccc(F)c(F)c2)C1 (stereo not given) | 2 | -0.9 | 2 | 0.1 | 4 | -7 | 0 | -2 | 4
CC(C)CC(=O)OC(C)(C)[C@@H]1Cc2c(ccc3ccc(=O)oc23)O1 | 3 | · | -1 | -0.2 | · | · | 1 | · | ·
O=C(CN(C(=O)CNC(=O)c1cccs1)c1ccccc1)NC1CCCCC1 | 1 | -2.2 | -4 | 0.0 | -2 | 4 | 0 | 3 | -3
Cc1cccc(CNc2ncnc3ccc(-c4ccc5c(c4)OCO5)cc23)c1 | 15 | · | 3 | -0.3 | · | · | 0 | · | ·
O=C(NC1CCCCC1)C1CC=CCC1C(=O)OCC(Cl)=C(Cl)Cl (stereo not given) | -1 | -3.4 | 3 | -0.1 | -3 | -4 | 1 | 2 | 1
Cc1ccccc1NC(=O)C(C)SCc1ccccc1 (stereo not given) | -4 | 0.0 | 2 | -0.1 | -16 | -4 | 0 | 0 | -5
COc1cc(C(=O)Nc2cccc3cccnc23)cc(OC)c1OC | 4 | -0.4 | -1 | -0.1 | 3 | 3 | 1 | 2 | 3
COc1cc(C(C)=O)ccc1OC(=O)c1cc2cccc(OC)c2oc1=O | 1 | -2.0 | 2 | 0.1 | 6 | 0 | 0 | -1 | 8
CCOc1ccc(C(C)(C)C)cc1S(=O)(=O)N1CCOCC1 | 11 | 1.3 | -4 | 0.2 | 5 | 3 | 4 | 0 | 12
COc1ccccc1NC1=C(Cl)C(=O)N(c2ccccc2)C1=O | · | 0.2 | 0 | 0.0 | -1 | 2 | 3 | 2 | -1
CCC(C)/C(C)=N/NC(=O)C1COc2ccccc2O1 (stereo not given) | 8 | 1.8 | 0 | 0.0 | 4 | -2 | 0 | -1 | -3
CCCC(=O)Nc1nn(C)c2nc3c(C)cccc3cc12 | 3 | 0.7 | 3 | 0.0 | 7 | -6 | 15 | 0 | 1
COc1cccc(-c2nc(=S)c3c(o2)CCCC3)c1 | 9 | 6.3 | -4 | 0.0 | 13 | 2 | 0 | -4 | 12
FC(F)(F)c1cc(-c2ccccc2)nc(N2CCCCC2)n1 | 9 | 0.5 | 4 | 0.0 | 3 | 2 | 0 | 4 | 5
COc1ccc(/C=N/Nc2cc(N(C)C)nc(N(C)C)n2)cc1 | -2 | -4.8 | 2 | 0.1 | 0 | 6 | 0 | 0 | 4
O=C(NCCSc1ccccc1)c1cncc(Br)c1 | 11 | -1.0 | 2 | 0.0 | 4 | -1 | 3 | -2 | 2
CCc1ccc(/C=C2/SC(=S)N(CCC(=O)Nc3cccc(C(=O)O)c3)C2=O)cc1 | -8 | -1.6 | 1 | 0.6 | -4 | -5 | 4 | -9 | -3
O=C(NCc1ccccc1)c1onc(CS(=O)(=O)c2ccccn2)c1C(=O)NCc1ccccc1 | 18 | 3.0 | -5 | 0.2 | 5 | -40 | 4 | 1 | 4
Cc1ccc(C(=O)Cn2c(=N)n(CCN3CCOCC3)c3ccccc32)cc1 | 4 | · | 1 | 0.0 | 2 | 3 | 0 | · | 7

Two of these compounds, reformatted:
> O=C(CN(C(=O)CNC(=O)c1cccs1)c1ccccc1)NC1CCCCC1
  VLA-4 inh: 1
  MEX-5 binding: -2.2
  GLD-1 TGE inh: -4
  Efflux pump mplx: 0.0
  MCL1-BIM inh: -2
  PME-1 inh: 4
  GRK2 aptamer HTS: 0
  Fam108B counter: 3
  Bcl-xL primary: -3

> Cc1cccc(CNc2ncnc3ccc(-c4ccc5c(c4)OCO5)cc23)c1
  VLA-4 inh: 15
  MEX-5 binding: ·
  GLD-1 TGE inh: 3
  Efflux pump mplx: -0.3
  MCL1-BIM inh: ·
  PME-1 inh: ·
  GRK2 aptamer HTS: 0
  Fam108B counter: ·
  Bcl-xL primary: ·

The list continues.
SMILES | VLA-4 inh | MEX-5 binding | GLD-1 TGE inh | Efflux pump mplx | MCL1-BIM inh | PME-1 inh | GRK2 aptamer HTS | Fam108B counter | Bcl-xL primary
COc1ccc(OC)c(NC(=O)C2CCCN2S(=O)(=O)c2cccc3nsnc23)c1 (stereo not given) | 7 | -0.1 | 2 | -0.1 | -5 | 2 | 0 | -3 | 0
Cc1nc(Cl)c(C#N)cc1-c1ccccc1 | -3 | -2.9 | 4 | -0.1 | -6 | 5 | 1 | -1 | -2
Cc1ccc(CNc2cccnc2)cc1 | 1 | 0.2 | -7 | 0.1 | 0 | 2 | 1 | -4 | 6
O=c1ccnc2n1COCS2 | 3 | -0.1 | 2 | 0.2 | -3 | 4 | 0 | 1 | 2
Cc1cccc(NC(=S)N2CCC(c3nc4ccccc4s3)CC2)c1 | 6 | 0.5 | 0 | 0.1 | 14 | -2 | 0 | 2 | 5
O=C1CC(N2CCC(O)(c3ccc(Cl)cc3)CC2)C(=O)N1Cc1ccc(N2CCCC2=O)cc1 (stereo not given) | 1 | -0.6 | 3 | -0.1 | 6 | -2 | 3 | 3 | 9
Cc1sc(-n2cccc2)c(C(=O)O)c1C | 6 | -1.1 | 8 | -0.3 | 14 | 2 | 0 | 0 | 6
CC(C)CCC1(C)NC(=O)N(CC(=O)c2ccc[nH]2)C1=O (stereo not given) | 1 | -2.4 | 17 | 0.2 | 7 | 1 | 0 | 2 | 5
CCn1c(/C=C2\C(=O)N(C)c3ccccc32)nc2ccccc2c1=O | 3 | 1.8 | 10 | -0.1 | 0 | 3 | 1 | -7 | 6
O=C(CCn1nnc2ccccc21)Nc1nnc(-c2ccccc2F)s1 | 5 | -1.6 | 1 | 0.1 | -1 | -5 | 0 | -5 | 0

These rows are one share of the data, so the mix of outcomes need not match the whole.
